# CHO-K1 Ca antag: M1 antagonist counterscreen hit in parental CHO-K1 cells; AID 602250; inhibition, % at 3 µM; ATP-induced calcium, Fluo-8 fluorescence; hit rate 0.6% among 360,000;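 active = inhibition above a per-plate cutoff, the plate's mean sample inhibition plus 3 SD, cut at about 24% in these data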;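 note: 0% = DMSO plus EC80 ATP and 100% = DMSO alone without ATP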
# OXTR agonist: human OXTR agonism; activation, % at 3 µM; hit rate 0.32% among 320,000; AID 2435; CHO-OTR cells, Fluo-8 calcium fluorescence; normalized: DMSO 0%, oxytocin 100%;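 active = activation above the mean of all tested compounds plus 3 SD, cutoff set per screening run, cut at about 20% in these data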;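 note: peak over basal fluorescence ratio from a 100 s FLIPR kinetic read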
# CHO parental Ca: signal in parental CHO cells, OX1R antagonist counter-screen; parental CHO-K1, ATP-induced calcium, Fluo-8 fluorescence; inhibition, % at 5.6 µM; hit rate 0.63% among 330,000; AID 463079;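 active = inhibition above that plate's mean sample inhibition plus 3 SD, cut at about 26% in these data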;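 note: 0% = ATP-challenged DMSO wells and 100% = DMSO wells without ATP; some compounds past the cut are filed as inactive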
#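 Assay system: parental CHO cells; Read-out basis: percent inhibition of ATP-evoked calcium rise, normalized to controls; Benchmarks: ATP and no-ATP DMSO wells; Compound dosing: single nominal dose of 5.6 µM per compound; Signal: Fluo-8 calcium dye fluorescence; Also added: ATP as calcium-mobilizing challenge; Repeats: singlicate.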
# GPR7 antag: human neuropeptides B/W receptor 1 antagonism. AID 1861. GPR7-expressing cells, fluorescence antagonist assay. inhibition, % at 4.4 µM. hit rate 1.1% among 290,000. P48145; in the data active = inhibition above about 16%, passing the limit was not always enough;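 note: cells stimulated with the agonist NPW; 0% = agonist with vehicle and 100% = vehicle without agonist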
# Target sequence (P48145 whole entry, looked up): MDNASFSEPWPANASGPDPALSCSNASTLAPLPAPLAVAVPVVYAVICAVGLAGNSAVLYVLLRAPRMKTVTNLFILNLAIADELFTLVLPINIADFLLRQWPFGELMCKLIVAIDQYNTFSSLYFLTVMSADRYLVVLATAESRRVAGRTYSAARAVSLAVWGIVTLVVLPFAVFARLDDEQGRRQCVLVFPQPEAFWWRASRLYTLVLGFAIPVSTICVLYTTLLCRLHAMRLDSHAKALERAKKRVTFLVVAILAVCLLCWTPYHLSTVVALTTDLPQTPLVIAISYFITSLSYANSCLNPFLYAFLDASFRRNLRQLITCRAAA
# V1R ag counter: activates human V1a receptor in oxytocin agonist counter-screen | activation, % at 3 µM | hit rate 0.25% among 320,000 | AID 2797 | CHO-V1R cells, Fluo-8 calcium fluorescence, agonist mode; 0% DMSO, 100% 3 nM vasopressin;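 active = activation above the mean activation of all tested compounds plus 3 SD, per screening run, cut at about 20% in these data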;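 note: signal is peak over basal fluorescence ratio across a 100 second FLIPR read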
# CHO-K1 Ca PAM: M1 PAM counterscreen hit in parental CHO-K1 cells. activation, % at 3 µM. hit rate 0.02% among 360,000. ATP EC20, Fluo-8 calcium fluorescence; 0% at ATP EC20, 100% at ATP max;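 active = activation above the run cutoff, the mean activation of all test compounds plus 3 SD, cut at about 40% in these data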;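 note: peak over basal fluorescence ratio in a 140 s read after ATP addition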
# M1 ag parental: counter-screen for M1 agonists: effect in parental CHO-K1 cells | Fluo-8 calcium fluorescence; scaled to maximal ATP response, vehicle zero | hit rate 0.48% among 360,000 | activation, % at 3 µM; in the data active = activation above about 15%;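 note: untransfected CHO-K1 host cells lacking M1 receptor as counterscreen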
# TAAR1 antag: antagonists of human TAAR1; CHO RD-HGA16 TAAR1, Fluo-8 calcium fluorescence, antagonist; Q96RJ0; hit rate 1.5% among 360,000; inhibition, % at 3 µM;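 active = inhibition above a per-plate cutoff, the mean inhibition of test compounds on that plate plus 3 SD, cut at about 49% in these data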;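 note: 0% = DMSO plus EC80 beta-PEA response and 100% = DMSO alone without agonist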
# Target sequence (Q96RJ0 whole entry, looked up): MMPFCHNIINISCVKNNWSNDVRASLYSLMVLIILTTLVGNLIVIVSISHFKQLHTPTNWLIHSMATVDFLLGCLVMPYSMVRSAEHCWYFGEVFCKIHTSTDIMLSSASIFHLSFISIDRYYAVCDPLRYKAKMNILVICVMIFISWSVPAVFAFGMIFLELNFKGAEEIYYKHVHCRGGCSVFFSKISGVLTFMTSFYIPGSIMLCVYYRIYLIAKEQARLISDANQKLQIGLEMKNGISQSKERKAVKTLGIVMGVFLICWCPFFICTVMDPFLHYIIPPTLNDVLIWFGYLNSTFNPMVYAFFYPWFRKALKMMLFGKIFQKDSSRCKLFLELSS
#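 Material: CHO RD-HGA16 cells bearing hTAAR1; compound dosing: one-point dosing, 3 µM nominal final; schedule: dye loading 75 min at 37 °C, then 30 min room temperature; measured by: calcium fluorescence with Fluo-8; control set: vehicle and agonist controls; replication: n of 1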
# OXTR potentiate: potentiates the human oxytocin receptor response. P30559. CHO-OTR cells, Fluo-8 calcium fluorescence, potentiator mode; 0% = oxytocin EC15, 100% = EC100. activation, % at 3 µM. hit rate 0.061% among 320,000. AID 2445;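 active = activation above that plate's cutoff, the mean activation of tested compounds plus 3 SD, cut at about 6.6% in these data, passing the limit was not always enough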;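 note: 100% uses oxytocin at 75 nM as the full agonist control; some results filed as inactive read as strong as hits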
#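 Dosing: Single dose, 3.0 µM nominal final compound concentration | Material: Human OTR in CHO cells | Technique: Kinetic Fluo-8 calcium fluorescence | Benchmarks: EC15 oxytocin alone as 0%, 75 nM oxytocin as 100% | Probe or stimulus: Oxytocin at about EC15, sub-maximal agonist stimulus | Incubation: Compound 6 min at room temperature before oxytocin, 100 s read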
# * = called active by the depositor; / = no result given.
SMILES,CHO-K1 Ca antag,OXTR agonist,CHO parental Ca,GPR7 antag,V1R ag counter,CHO-K1 Ca PAM,M1 ag parental,TAAR1 antag,OXTR potentiate
O=C(C1=C(O)C(=O)N(CCCn2ccnc2)C1c1ccccc1)c1ccco1 (stereo not drawn),10,-0.1,-6,-8,-0.2,-23,0.4,/,-6
COc1cccc(Nc2nnc(SCc3cc([N+](=O)[O-])cc4c3OCOC4)s2)c1,15,-0.5,5,-1,0.0,8,0.9,34,-10
CC[C@@H](CCC=C(C)C)C(=O)N(Cc1ccccc1)c1ccccc1,-11,-0.4,-32,/,-1.0,1,0.1,4,0
O=C1c2ccccc2C(=O)N1CCOc1cccc(Br)c1,-11,0.3,-19,-16,-0.5,13,1.0,-27,-8
CCOc1cc(-c2nc(-c3ccccc3)c(-c3cc([N+](=O)[O-])ccc3C)[nH]2)ccc1O,-5,-0.1,2,-5,1.1,19,0.8,14,-2
CCOc1ccccc1CNS(=O)(=O)c1cc(-c2cc(C)no2)ccc1C,7,-1.9,-11,-15,0.1,16,0.7,-10,-6
C/C(=N\NC(=O)c1cccnc1)c1c(O)cc(C)oc1=O,-5,0.5,-4,-10,-0.5,26,2.7,5,-9
N#Cc1cccc(NC(=O)COC(=O)c2ccc[n+]([O-])c2)c1,-1,1.4,-3,/,1.2,-10,-0.1,12,-3
Cc1cc(C)cc(NC(=O)COC(=O)c2cc(C)oc2C)c1,-14,-1.9,-12,-3,2.3,9,0.1,-38,-12
COc1cc(NC(=O)C2CCN(S(=O)(=O)c3ccc4c(c3)CC(C)N4C(C)=O)CC2)cc(OC)c1OC (stereo not drawn),-18,0.4,-9,-5,0.7,9,0.6,-7,0
CCn1cc(C(=O)N[C@@H](CCSC)C(=O)NCCOC)c(=O)c2cc3c(cc21)OCO3,-6,0.1,1,-10,-0.1,8,1.0,-8,-9
NC(=O)C(=O)N/N=C/c1c[nH]c2ccc(Br)cc12,-11,-0.1,0,15,1.0,24,6.0,-2,-3
CC(=O)c1ccc(S(=O)(=O)NCCC(=O)NCCc2c[nH]c3ccccc23)cc1,5,1.2,-10,/,2.0,-6,6.6,19,-8
CCn1c(=O)c(C(=O)NCc2ccc(Cl)cc2)c(O)c2ccccc21,-5,/,/,-26,/,9,1.0,-20,/
C/C(=N/NC(=O)c1cccc(N2CCCC2=O)c1)c1ccncc1,11,0.1,-5,-1,0.9,-10,0.5,-2,-10
COc1cc(S(=O)(=O)N2CC(=O)Nc3ccccc32)ccc1NC(C)=O,-13,0.2,3,-11,-0.1,17,2.6,-5,-3
CCNc1nc(Cl)nc(N(NC(C)=O)C(C)CC)n1 (stereo not drawn),-5,0.0,-1,-7,1.5,14,0.1,-1,-15
CCn1c(Cc2ccccc2)nnc1SC(C)C(=O)NC1CC1 (stereo not drawn),8,-0.1,-10,/,-0.2,10,8.5,-9,5
O=S(=O)(NCC(c1cccnc1)N1CCN(c2ccccc2)CC1)c1cccs1 (stereo not drawn),2,-1.5,-24,4,0.2,-1,-0.2,6,-14
CN(N)c1nc(-c2ccccc2)cc(-c2ccccc2)n1,-2,-1.5,-2,-7,-0.5,19,1.1,-11,-11
CCN(C1CCS(=O)(=O)C1)S(=O)(=O)c1cccc([N+](=O)[O-])c1 (stereo not drawn),-4,0.3,-12,-2,0.7,8,-0.1,1,-10
C/C(=N\NC(=O)c1ccccc1O)c1c(O)cc(C)oc1=O,-12,0.2,-9,5,0.7,-5,-0.3,19,-9
CCC1CCCCN1CCCNC(=O)CNC(=O)c1nn(-c2ccc(OC)c(Cl)c2)c(=O)c2ccccc12 (stereo not drawn),-2,-0.5,-10,9,-0.3,15,0.1,-15,-15
CCc1ccccc1N(CC(=O)NCC1CCCO1)C(=O)CCC(=O)Nc1cc(C)on1 (stereo not drawn),-9,0.1,-6,-6,-1.0,-17,0.1,-7,-3
COc1cccc(C2OC(=O)c3ccccc3N2C(C)=O)c1OC(C)=O (stereo not drawn),1,1.1,1,-4,1.3,-1,0.1,0,-3
SMILES,CHO-K1 Ca antag,OXTR agonist,CHO parental Ca,GPR7 antag,V1R ag counter,CHO-K1 Ca PAM,M1 ag parental,TAAR1 antag,OXTR potentiate
CCCn1c(=O)c(C(=O)N/N=C/c2ccccc2F)c(O)c2ccccc21,-10,-0.3,5,0,0.9,14,1.0,-13,-26
O=C(Oc1ccc(OC(=O)C2CCC2)cc1)C1CCC1,-7,-1.7,3,8,-0.2,17,0.0,-13,-5
CCCNC(=O)C(Cc1ccc(I)cc1)NC(=O)C1CC1 (stereo not drawn),-8,-0.3,-22,/,-0.8,-12,-0.5,-3,1
COc1cc(/C=C/c2ccc3cccc(OC)c3n2)c(OC(C)=O)c([N+](=O)[O-])c1,3,-2.0,-10,16,-0.8,10,2.5,49*,-10
Nc1ncncc1-c1ccc([N+](=O)[O-])cc1,-27,0.5,-2,19,0.6,19,1.6,-15,-9
CCOC(=O)CCSc1nc(C)c2ccccc2n1,-5,-1.6,-5,0,-0.5,12,0.1,12,6
COc1cc(C(=O)Nn2c(CC(C)C)nc3ccccc3c2=O)cc(OC)c1OC,-4,-1.2,-12,-14,0.7,8,1.4,1,-15
CC1(C)C2CCC1(C)C(NC(=O)CCN1CCCCC1)C2 (stereo not drawn),-26,0.8,-7,-6,-0.2,17,0.6,3,-1
O=C(CCNS(=O)(=O)c1ccc2c(c1)CCC(=O)N2)NCc1cccnc1,-5,0.6,4,-12,-0.5,14,0.5,-20,-15
CC(C)(C)n1nc(Cc2cccc3ccccc23)c(C#N)c1N,-10,-1.8,-12,/,-0.7,4,-0.2,5,-10
CC(=O)N1CCCc2cc(S(=O)(=O)N3CCCC3)ccc21,5,-0.3,-6,-5,1.1,-1,-0.1,-17,0
Cc1ccc(S(=O)(=O)NCCNC(=O)c2ccccc2)cc1,-4,-0.5,-9,-7,0.8,10,0.0,-5,-3
Cc1nn(C)c(C)c1/C=N/NC(=O)c1csc2ccccc12,/,-0.8,-14,1,2.1,/,/,9,-5
COc1cccc(CNC(=O)[C@@H]2CCCN2C(=O)[C@H]2CCCCN2)c1,-6,/,/,/,/,2,0.1,-15,/
O=C(CSc1nc2c([nH]c3ccccc32)c(=O)n1-c1cccc(Cl)c1)N1CCOCC1,24,2.1,-2,-6,1.7,3,3.1,28,-6
COc1cccc(NS(=O)(=O)c2ccc(S(=O)(=O)N3CCOCC3)cc2)c1,9,5.9,-12,7,8.0,-5,2.6,15,-9
CC(C)c1nc(SCC(=O)Nc2ccc(N(C)C)cc2)c2ccccc2n1,-11,-2.7,-18,0,-1.4,6,0.4,-7,-12
CCCCn1c(NCc2ccc(OC)cc2O)nc2ccccc21,-8,/,/,/,/,6,4.0,2,/
O=C(CCc1ccccc1)Nc1nccs1,1,-0.6,6,7,1.0,-6,0.7,-21,-5
O=C(Cc1c(F)cccc1Cl)NNC(=O)c1ccccc1Cl,-6,1.2,-17,/,0.2,2,0.4,16,3
COc1ccc(S(=O)(=O)N2CCOCC2)cc1N=Nc1sc(N)nc1-c1ccccc1,16,-0.5,-4,5,-2.1,-10,1.4,54*,-8
CC1Cc2cc(/C(O)=C3/C(=O)C(=O)N(CC4CCCO4)C3c3ccco3)ccc2O1 (stereo not drawn),12,0.2,-3,-14,-0.6,11,0.1,-24,-11
Cc1noc(C)c1C(=O)N1CCN(S(=O)(=O)c2ccc(F)cc2)CC1,2,0.1,-9,7,-0.5,-13,-0.3,-18,-5
COc1ccc(N(CC(=O)NCc2ccccc2C)S(=O)(=O)c2ccc(C)cc2)cc1OC,-11,4.2,-9,0,2.4,14,3.2,-1,-12
CCc1ccc(OCc2nnc(NC(=O)c3cccs3)s2)cc1,-12,6.9,-5,25*,2.1,17,0.3,-5,-9
SMILES,CHO-K1 Ca antag,OXTR agonist,CHO parental Ca,GPR7 antag,V1R ag counter,CHO-K1 Ca PAM,M1 ag parental,TAAR1 antag,OXTR potentiate
CN(C)c1ccc(C(=O)N/N=C/c2ccccn2)cc1,0,0.4,7,-15,-0.7,-14,-0.1,-25,3
Cc1ccc(NC(=O)CCc2c(C)nn(-c3ccc(N4CCOCC4)nn3)c2C)c(C)c1,-12,-0.3,-7,0,-0.1,12,1.2,-24,-2
CSc1ccccc1NC(=O)CN(C)CC(=O)Nc1ccccc1N1CCOCC1,-8,-0.8,-26,-3,2.1,7,2.0,-12,2
CN(C)CCNCCCNc1c2ccccc2nc2cccc([N+](=O)[O-])c12,-4,/,/,/,/,-2,6.5,-9,/
O=C(NC1CCS(=O)(=O)C1)c1ccccc1Cl (stereo not drawn),-14,2.2,-7,/,0.9,18,1.3,3,1
O=C(COC(=O)CCSc1ccccc1)NCc1ccccc1Cl,-10,-1.7,-10,-7,-0.7,12,1.1,-14,-5

# Compound profiles, as listed above. Order of values: CHO-K1 Ca antag | OXTR agonist | CHO parental Ca | GPR7 antag | V1R ag counter | CHO-K1 Ca PAM | M1 ag parental | TAAR1 antag | OXTR potentiate
# O=C(COC(=O)CCSc1ccccc1)NCc1ccccc1Cl across the screens: -10 | -1.7 | -10 | -7 | -0.7 | 12 | 1.1 | -14 | -5
# CN(C)CCNCCCNc1c2ccccc2nc2cccc([N+](=O)[O-])c12 across the screens: -4 | / | / | / | / | -2 | 6.5 | -9 | /
# O=C(NC1CCS(=O)(=O)C1)c1ccccc1Cl (stereo not drawn) across the screens: -14 | 2.2 | -7 | / | 0.9 | 18 | 1.3 | 3 | 1
# Cc1ccc(NC(=O)CCc2c(C)nn(-c3ccc(N4CCOCC4)nn3)c2C)c(C)c1 across the screens: -12 | -0.3 | -7 | 0 | -0.1 | 12 | 1.2 | -24 | -2
# CN(C)c1ccc(C(=O)N/N=C/c2ccccn2)cc1 across the screens: 0 | 0.4 | 7 | -15 | -0.7 | -14 | -0.1 | -25 | 3
